DNMT1 block: inhibitors of human DNMT1 | 360,000 compounds, 0.83% hits | DNMT1 molecular beacon, Hinp1I cleavage, fluorescence | inhibition (reported as % activation of signal), % at 10 µM; in the data active means inhibition above about 50%
LMPTP block: LMPTP (human) inhibition; recombinant LMPTP-A, OMFP fluorogenic substrate, fluorescence intensity; inhibition, % at 20 µM; 360,000 compounds, 0.22% hits; AID 651560;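 active means compounds that cut the enzyme signal by at least half of the control window in the single-dose screen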;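 further: plate controls were DMSO wells with enzyme plus substrate for no effect and substrate without enzyme for full effect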
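Test system: LMPTP-A, protein tyrosine phosphatase of low molecular weight; Input: 0.625 nM enzyme; Incubation: 50 min dark incubation at room temperature; Signal: endpoint fluorescence intensity from OMFP dephosphorylation; Read-out basis: % inhibition versus control wells.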
Neddyl block: inhibitors of human cullin neddylation | 360,000 compounds, 0.58% hits | calls only at 25 µM | P61081+Q13564 | TR-FRET cullin neddylation, biochemical; in the data active means inhibition above about 36%
SKN-1 block: C. elegans SKN-1 inhibition; inhibition, % at 21.8 µM; 360,000 compounds, 0.49% hits; C. elegans VP596 Pgst-4::GFP/RFP ratio, acrylamide-induced, 24 h;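 active means interference check ratio from 0.5 to 1.5 plus GFP to RFP signal ratio inhibition reaching or exceeding a fixed threshold, cut at about 30% in these data, passing the limit was not always enough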; further: some compounds called inactive have numbers as strong as hits
CendR NRP1 mod: modulators of CendR peptide binding to human neuropilin-1; O14786; FAM-RPARPAR peptide binding to NRP-1, fluorescence polarization; inhibition, % at 25 µM; 360,000 compounds, 0.85% hits; AID 602438;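 active means inhibition or corrected inhibition above about 18%, plus a signal ratio from 0.5 to 1.5, limit read from the data, passing the limit was not always enough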; further: strong numbers were not always called active
Target sequence (O14786 whole entry, looked up): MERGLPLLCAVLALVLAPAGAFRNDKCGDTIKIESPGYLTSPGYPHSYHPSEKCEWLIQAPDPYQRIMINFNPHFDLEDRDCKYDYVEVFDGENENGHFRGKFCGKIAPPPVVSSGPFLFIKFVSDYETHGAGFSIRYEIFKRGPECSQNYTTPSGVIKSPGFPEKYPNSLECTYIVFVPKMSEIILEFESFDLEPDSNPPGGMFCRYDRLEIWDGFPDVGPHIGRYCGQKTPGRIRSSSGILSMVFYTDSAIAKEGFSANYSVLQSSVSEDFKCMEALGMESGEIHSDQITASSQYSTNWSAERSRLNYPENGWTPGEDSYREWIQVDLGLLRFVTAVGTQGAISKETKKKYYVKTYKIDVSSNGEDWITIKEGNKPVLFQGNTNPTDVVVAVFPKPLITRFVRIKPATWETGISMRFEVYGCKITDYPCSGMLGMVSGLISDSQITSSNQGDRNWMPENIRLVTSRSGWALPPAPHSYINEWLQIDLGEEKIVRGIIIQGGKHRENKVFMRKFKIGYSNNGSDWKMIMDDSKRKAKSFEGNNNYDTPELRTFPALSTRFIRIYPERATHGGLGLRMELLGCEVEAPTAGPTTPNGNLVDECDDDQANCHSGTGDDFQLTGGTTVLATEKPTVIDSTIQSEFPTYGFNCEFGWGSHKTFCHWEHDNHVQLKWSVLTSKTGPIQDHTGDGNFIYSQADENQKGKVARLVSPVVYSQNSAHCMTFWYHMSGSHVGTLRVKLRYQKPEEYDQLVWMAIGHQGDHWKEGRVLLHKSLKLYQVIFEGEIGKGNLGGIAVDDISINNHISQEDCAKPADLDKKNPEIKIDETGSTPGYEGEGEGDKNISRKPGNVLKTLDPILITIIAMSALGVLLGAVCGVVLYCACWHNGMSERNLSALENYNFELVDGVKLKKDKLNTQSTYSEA
NadD inh: blocks S. aureus nicotinate mononucleotide adenylyltransferase; AID 602399; purified NadD enzyme, colorimetric absorbance read-out; inhibition, % at 20 µM; 360,000 compounds, 0.78% hits; in the data active means inhibition above about 26%; further: some compounds past the cut are filed as inactive
Scp1 inh: blocks human Scp-1 phosphatase activity. Recombinant Scp1, phosphopeptide, malachite green phosphate absorbance. inhibition, % at 20 µM. 340,000 compounds, 0.88% hits. AID 493091;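 active means inhibition above about 50% at 20 µM, limit read from the data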;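 further: plate controls were DMSO wells with enzyme for no effect and wells lacking enzyme for full effect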
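Test system: SCP-1 phosphatase catalytic domain, residues 76-261; measured by: colorimetric phosphate reagent with accelerator and stabiliser, absorbance at 630 nm; timing: enzyme reaction 45 min at room temperature, colour 5 min, stabilisation 30 min; also added: Phosphorylated 17-residue peptide substrate; compound dosing: one concentration, 20 µM, with 1.0% DMSO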
TbMetRS inhib: Trypanosoma brucei MetRS inhibition; purified T. brucei MetRS, ATP depletion, Kinase-Glo luminescence; inhibition, % at 11.9 µM; 360,000 compounds, 0.4% hits; AID 624268;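 active means inhibition above a per-plate cutoff of the control wells' mean inhibition plus 3 SD, cut at about 5.5% in these data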;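 further: 0% = DMSO wells median and 100% = median of wells with control inhibitor compound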
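Material: T. brucei methionyl-tRNA synthetase, purified; reagent: substrates ATP, L-methionine and bulk Escherichia coli tRNA; dosing: 11.9 µM single point; timing: 15 min plus 2 h at 25 °C; detection: luminescence of leftover ATP; evaluation: % inhibition; control set: DMSO-only wells as low control; replicates: singlicate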
SUMO1 PPI mod: modulators of human SUMO1-mediated protein-protein interactions. inhibition, % at 20 µM. AID 602429. P63165. 360,000 compounds, 0.33% hits. SUMO1 binding to a labelled peptide, TR-FRET, 1 h; in the data active means inhibition above about 37%
Target sequence (P63165 whole entry, looked up): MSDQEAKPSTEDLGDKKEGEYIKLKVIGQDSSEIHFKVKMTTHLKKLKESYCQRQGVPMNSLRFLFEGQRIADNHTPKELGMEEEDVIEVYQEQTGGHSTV
STEP inh: STEP (human) phosphatase inhibition; P54829; recombinant STEP, OMFP fluorogenic substrate, fluorescence; inhibition, % at 20 µM; 360,000 compounds, 0.25% hits; AID 588621;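 active means inhibition at 20 µM, scaled per plate between control wells, above about 37%, limit read from the data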;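 further: 0% = DMSO with enzyme and substrate and 100% = substrate only without enzyme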
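material = STEP tyrosine phosphatase | reagent = fluorogenic phosphatase substrate OMFP at 25 µM final | doses = single compound dose of 20 µM, 1% DMSO final | schedule = 20 min reaction, room temperature, in the dark | measured by = fluorescence, 480/540 nm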
Active calls of the source: *; i = inactive; nt = no result given.

SMILES	DNMT1 block	LMPTP block	Neddyl block	SKN-1 block	CendR NRP1 mod	NadD inh	Scp1 inh	TbMetRS inhib	SUMO1 PPI mod	STEP inh
C=CCNC(=O)c1onc(CSc2ccc(C(C)C)cc2)c1C(=O)O	1	-0.2	i	6	0	-1	-2	0.1	9	-3
COc1cc(OC)c(C2=NOC(C(=O)NCc3cccnc3)C2)cc1Cl (stereo unspecified)	1	-1.2	i	-12	10	-2	-4	-0.1	-1	-3
CCCCc1noc(-c2c(-c3ccccc3Cl)noc2C)n1	12	2.2	i	-3	-9	-5	-2	-0.7	10	4
Cc1cccc(OCC(=O)N(Cc2ccc(F)cc2)C2CCS(=O)(=O)C2)c1C (stereo unspecified)	-1	0.1	i	15	0	-9	-4	-0.3	2	-1
O=C1NC(c2ccc(Cl)cc2)Oc2ccccc21 (stereo unspecified)	-1	0.3	i	-3	3	-4	-1	-0.2	1	-1
COc1cc2oc(=O)cc(CN(Cc3ccccc3)Cc3ccccc3)c2cc1Cl	0	2.1	i	15	-7	4	nt	-1.3	2	1
Cn1cc(/C=N/NC(=O)c2ccccc2O)c2ccccc21	0	-0.6	i	11	3	2	-12	0.4	-12	0
CC(=O)Nc1ccc(S(=O)(=O)NC2=C(N3CCN(C)CC3)C(=O)c3ccccc3C2=O)cc1	-6	-0.8	i	-10	1	-4	-5	0.0	-31	0
Cc1nc2ccccc2c2nc(NC(=O)C(F)(F)F)nn12	6	-1.5	i	-2	-2	-3	-2	-0.7	6	-5
C=C(C)CSc1nc2sc3c(c2c(=O)n1-c1ccc(C)cc1)CCN(C)C3	1	0.7	i	5	-13	2	-6	-0.5	-17	2
Cc1cccc(N(C(=O)Cn2nnc(-c3ccc(C)o3)n2)C(C(=O)NC2CCCC2)c2ccncc2)c1 (stereo unspecified)	26	-1.3	i	7	-4	-4	-7	-0.5	3	-3
COc1ccc(N/N=C(/C)c2cnnc(-c3ccccc3)n2)cc1	33	18	i	7	-77	10	11	-1.0	-24	2
CC[C@@H](C)CN1C(=O)N[C@@H](CCc2ccccc2)C(C(C)=O)=C1C	11	-0.7	i	10	28*	-3	-3	-0.5	3	2
COC(C/C=C/[C@H](O)[C@@H](C)OCc1ccccc1)OC	19	-1.6	i	5	2	0	2	-0.1	4	8
O=CN1CCN(C(=O)C(=O)c2cn(CC(=O)N3CCCCC3)c3ccccc23)CC1	0	0.1	i	14	7	-4	-8	0.3	1	-2
COCCCNC(=S)N(CCCN(C)C)Cc1cc2cc3c(cc2[nH]c1=O)OCCO3	1	-1.5	i	5	-1	-6	-11	0.2	-5	1
O=C(CN1C(=O)/C(=C\c2ccco2)SC1=S)Nc1ccc(O)cc1C(=O)O	90*	44	i	29	-119	2	57*	0.8	87*	80*
O=C(c1ccc(=O)oc1)N1CCOCC1	103*	-1.4	i	9	-68	0	77*	-0.3	10	15
O=C1CCC(C(=O)OCC(=O)Nc2ccccc2Br)=NN1	3	-1.0	i	13	1	4	nt	-0.1	6	-5
CC1CN(S(=O)(=O)c2ccc(C(=O)Nc3nnc(-c4ccc5c(c4)CCCC5)o3)cc2)CC(C)O1 (stereo unspecified)	-12	-2.2	i	5	-3	18	-9	-0.4	6	1
Cc1cc(O)c(C(C)C)cc1NC1=NS(=O)(=O)c2ccccc21	1	-0.2	i	-24	-2	1	6	-1.4	-1	-1
O=S(=O)(c1ccc(Br)c2ccccc12)N1CCOCC1	-1	-0.7	i	-2	-8	-10	-7	-1.1	-6	-2
C[n+]1cccc2ccc3c(c21)OC(N)=C(C#N)C3c1ccccc1 (stereo unspecified)	-9	0.3	i	-1	-24	1	14	-0.7	-36	-1
Cc1cc(C)nc(-n2ncc3c2CC(c2ccc(C(C)C)cc2)CC3=O)n1 (stereo unspecified)	-6	0.7	i	-8	1	10	3	-0.5	-2	1

Three compounds out of the list, sorted by formula weight, low to high.
SMILES	DNMT1 block	LMPTP block	Neddyl block	SKN-1 block	CendR NRP1 mod	NadD inh	Scp1 inh	TbMetRS inhib	SUMO1 PPI mod	STEP inh
O=C(c1ccc(=O)oc1)N1CCOCC1	103*	-1.4	i	9	-68	0	77*	-0.3	10	15
C[n+]1cccc2ccc3c(c21)OC(N)=C(C#N)C3c1ccccc1 (stereo unspecified)	-9	0.3	i	-1	-24	1	14	-0.7	-36	-1
Cc1cc(C)nc(-n2ncc3c2CC(c2ccc(C(C)C)cc2)CC3=O)n1 (stereo unspecified)	-6	0.7	i	-8	1	10	3	-0.5	-2	1

Later entries.
SMILES	DNMT1 block	LMPTP block	Neddyl block	SKN-1 block	CendR NRP1 mod	NadD inh	Scp1 inh	TbMetRS inhib	SUMO1 PPI mod	STEP inh
CCNC(=O)CCC(=O)Nc1cc(Cl)ccc1C	1	-2.0	i	15	12	4	-18	-0.4	-3	-2
Cc1ccc(S(=O)(=O)NCC(=O)OCC(=O)Nc2cccc(S(=O)(=O)N3CCOCC3)c2)cc1	5	-1.4	i	-1	6	-1	-2	-0.3	-4	3
CC(C)NC(=O)N(C)C[C@H]1OCCCC[C@@H](C)Oc2ccc(N(C)C)cc2C(=O)N([C@H](C)CO)C[C@@H]1C	-1	0.0	i	7	-2	4	nt	-1.7	3	0
COc1cccc(NC(=O)CCNC(=O)Cn2ccc3ccccc3c2=O)c1	0	-0.8	i	16	18	-2	0	-0.6	-2	-1
O=S(=O)(Nc1ccc2nc(N3CCOCC3)sc2c1)c1ccccc1	-9	0.5	i	0	5	-4	-2	-0.1	4	1
O=C(COc1ccc(Cl)cc1)NCc1nnc(SCC(=O)NCC2CCCO2)o1 (stereo unspecified)	-1	-0.4	i	4	1	5	-6	-0.1	2	-2
CCCc1ccc2oc(C(=O)NCCN3CCCC(C(N)=O)C3)c(C)c2c1 (stereo unspecified)	0	-0.7	i	10	6	1	-2	-0.2	11	-2
CC(=O)Nc1ccc2nc(-c3ccccn3)[nH]c2c1	21	-1.3	nt	-24	3	-6	1	-1.1	-2	5
CCNc1nc(OC)nc(N2CCC(Cc3ccccc3)CC2)n1	-3	1.0	i	8	-2	2	3	-1.6	-2	-1
O=c1cc(CN2CCC3(CC2)OCCO3)c2c(ccc3ccccc32)o1	-3	1.3	i	11	-8	1	-6	0.6	-20	-3
N#CC1=C(N)Oc2cc(N)ccc2C1C1CC=CCC1 (stereo unspecified)	-15	0.3	nt	14	4	5	-5	0.4	-5	0
COc1cc(/C=N/NC(=O)COc2c(C)cc([N+](=O)[O-])cc2C)ccc1OC(=O)c1ccccc1Br	-21	3.1	i	0	6	33*	-17	-0.1	-4	0
CC(C)C(=O)N1CCN(c2ccccc2NC(=O)c2cc([N+](=O)[O-])ccc2N2CCOCC2)CC1	-6	0.3	i	9	5	3	-13	-0.1	-17	5
O=C1C2CCCCN2C(=O)N1CCN1CCN(c2ccc([N+](=O)[O-])cc2)CC1 (stereo unspecified)	0	-1.8	i	13	-10	-6	-13	-0.3	-24	0
Cc1ccc(N(CC(=O)Nc2ccc(Br)c(C)c2)S(=O)(=O)c2c(C)[nH]c(=O)[nH]c2=O)cc1	-5	0.1	i	-6	-8	10	-11	0.1	10	-2
O=C(CN1CCc2ccccc2C1)c1cccs1	-3	-2.9	i	-3	1	-3	-10	-0.9	-3	2
COc1cc(C=C(C#N)c2ccc([N+](=O)[O-])cc2)ccc1O	-10	6.3	i	22	-22	-1	nt	0.1	-34	0
CC(=O)Nc1ccc(N=Cc2c(O)ccc3ccccc23)cc1	-8	1.5	i	-11	126	0	-4	-0.1	-36	-4
CC1=NN(C(C#N)c2ccccc2)C(c2ccccc2)C1 (stereo unspecified)	5	-1.6	i	-5	-5	-7	-15	-0.2	5	-2
NC(=O)c1sc2cc(C(F)(F)F)cnc2c1-c1cccs1	-4	-0.3	i	3	-2	3	2	-0.4	-14	-5
CC1CCCCC12NC(=O)N(CC(=O)NCCc1ccccn1)C2=O (stereo unspecified)	-1	-0.8	i	-13	-1	-4	-8	-1.1	1	0
CCOc1ccccc1C(=O)NCC(=O)NNC(=O)c1cccc(S(=O)(=O)Nc2ccc(OC)cc2)c1	-2	-0.8	i	-8	-17	-4	13	-0.1	8	2
COc1ccc(S(=O)(=O)N2CCCCCC2)cc1C(=O)N(C)CCOc1ccc(Cl)cc1	-4	1.3	i	-13	0	0	-5	-0.4	3	0
O=C1Nc2ccc(S(=O)(=O)N(CCO)CCO)c3cccc1c23	1	-2.8	nt	5	-16	0	-6	-0.4	-19	0
CC(/C=C/c1ccccc1)=N/NC(=O)Cn1nnc(N)n1	5	3.1	i	-11	8	-4	2	-0.4	-14	-1
NC1=NS(=O)(=O)NC1c1cccc(Cl)c1 (stereo unspecified)	2	-0.2	i	13	17	1	-5	0.0	-2	2
CCC(C(=O)NC(C)(C)C)N(C(=O)c1ccc(Cl)nc1)C1CCCC1 (stereo unspecified)	-5	0.4	i	3	-6	-2	-10	0.9	18	0
Cc1ccc2c(c1)nnn2C1CCN(C(=O)C2CCCCC2)CC1	-11	-0.3	i	-5	0	1	-3	-0.3	-3	-1
CCC(=O)Nc1ccc(C(=O)CSc2nnc(-c3ccccc3F)n2CCc2ccccc2)cc1	-5	2.5	i	2	0	16	5	-0.8	0	-2
O=C(Nc1ccc2nn(-c3ccccc3)nc2c1)c1ccc2c(c1)OCCO2	10	-0.3	nt	-17	-5	-7	-10	-1.2	-4	3
Cc1cn2c(=O)c(C(=O)N3CCN(c4ccccc4F)CC3)cnc2s1	2	-0.3	i	3	-4	0	4	0.1	-4	0
COc1ccc(N2CCN(C(=O)CN3c4cccc5cccc(c45)S3(=O)=O)CC2)cc1	-2	0.0	i	1	4	8	-5	-0.3	-13	2
CSc1ccccc1C(=O)Nc1cc(C)ccc1C	0	-2.1	i	-4	0	-1	-1	-0.5	-1	0
CN1CCc2c(sc3c2C(=O)NC(/C=C\c2ccccc2)N3)C1 (stereo unspecified)	-14	10	i	23	-109	-3	-9	-0.3	-20	6
O=C(O)CNC1=NCCCCC1	8	0.7	i	7	2	-5	-4	-1.2	4	2
C/C(=N\NC(=O)CSc1ncccn1)c1ccc2c(c1)OCCO2	1	0.1	i	1	-3	3	-1	0.5	0	-1
Cc1nn(C)cc1NC(=O)CC12CC3CC(CC(C3)C1)C2	0	-0.5	i	-4	-3	6	-7	0.0	-2	2
CCc1cccc2c(C(=O)CN3C(=O)NC4(CCCCC4)C3=O)c[nH]c12	-3	0.1	i	6	13	-3	-5	-0.1	3	-2
